AmpC inh no detg – qHTS Inhibitors of AmpC Beta-Lactamase (assay without detergent); P00811; AmpC nitrocefin hydrolysis, absorbance 480 nm, 0.0001% Triton; Potency, µM (doses to about 57.1 µM), for inactives: at the top dose activity change, negative = inhibition, actives largely listed as inhibitors; 330,000 compounds, 0.52% hits;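 also: potency is read from the fitted curve at half-maximal effect; plate controls were no compound for no effect and no enzyme for full effect; nearly all actives have a fitted effect of over 20% in size; some results filed as inactive show a strong effect at the top dose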
Target sequence (P00811 whole entry, looked up): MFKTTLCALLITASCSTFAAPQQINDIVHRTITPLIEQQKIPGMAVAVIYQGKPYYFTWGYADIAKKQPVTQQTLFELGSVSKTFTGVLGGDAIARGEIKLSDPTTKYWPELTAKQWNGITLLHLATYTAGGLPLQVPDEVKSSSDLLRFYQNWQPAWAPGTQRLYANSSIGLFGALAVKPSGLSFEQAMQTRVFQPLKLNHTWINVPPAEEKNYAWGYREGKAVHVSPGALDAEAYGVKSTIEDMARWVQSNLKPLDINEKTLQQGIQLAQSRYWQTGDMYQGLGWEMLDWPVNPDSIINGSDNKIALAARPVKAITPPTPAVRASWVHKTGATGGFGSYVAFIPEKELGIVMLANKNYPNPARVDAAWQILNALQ
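20 mM phosphate pH 7.0 + 0.01% (detergent screen) or 0.0001% Triton X-100; 5.3 nM AmpC reagent; cpd preinc 15 min RT; nitrocefin (800 uM stock) to start; A480 q20 s × 4 min; Activity was normalised to no-enzyme and no-compound control wells.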
HCV inh – qHTS Assay for Inhibitors of Hepatitis C Virus (HCV); Huh7.5.1 HCVcc-Cre infection, luciferase reporter, 44 h; Potency, µM (highest dose often 41.8 µM), for the others: at the highest dose activity change, negative = inhibition, actives largely listed as inhibitors; 340,000 compounds, 3.4% hits; AID 651820, 2012; also: potency is read from the fitted curve at half-maximal effect
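Cells (1,000/well) were plated 4 h before compound, then infected with HCVcc-Cre virus (~0.5 moi). After 44 h further culture, infection was read as luciferase luminescence following a 15 min substrate incubation at room temperature.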
HCMV inh – qHTS Assay for inhibitors of the human cytomegalovirus (HCMV). HFF cells, HCMV-luciferase reporter, 72 h; active compounds read low. activity change, negative = inhibition, % at 57.5 µM. 410,000 compounds, 4.5% hits; in the data active = activity change below about -60%; inconclusive = no clear call, values can overlap the other calls; inactive = above about -39%
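Cell-based, HFFs, 1000 cells/well, 16 h 37C; cpds in DMSO + HCMV-luc, MOI 1 PFU/cell; 72 h 37C; OneGlo luminescence after 5 min RT; norm. to buffer vs Salinomycin 10uM.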
FBPA Giardia inh – qHTS Assay for Inhibitors of Fructose-1,6-bisphosphate Aldolase from Giardia Lamblia; Potency, µM (titrated, usually from 59.6 µM), without a hit: top-dose activity, negative = inhibition, hits mostly inhibitors; A8B2U2; 290,000 compounds, 0.71% hits; purified Giardia FBPA; also: potency is read from the fitted curve at half-maximal effect; nearly all actives have a fitted effect of over 55% in size
Target sequence (A8B2U2 whole entry, looked up): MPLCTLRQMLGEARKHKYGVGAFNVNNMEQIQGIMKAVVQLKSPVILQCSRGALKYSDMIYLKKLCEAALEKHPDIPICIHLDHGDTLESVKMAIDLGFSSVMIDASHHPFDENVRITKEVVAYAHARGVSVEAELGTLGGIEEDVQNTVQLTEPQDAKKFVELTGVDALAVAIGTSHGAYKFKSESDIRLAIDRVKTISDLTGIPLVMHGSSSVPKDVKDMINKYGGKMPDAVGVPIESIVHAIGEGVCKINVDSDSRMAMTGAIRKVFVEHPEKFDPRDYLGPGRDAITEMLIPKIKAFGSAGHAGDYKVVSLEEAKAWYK
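Giardia FBPA (40 nM reagent) was preincubated 10 min at RT with compound (up to 57.5 uM final), then substrate plus GAPDH/TPI/NAD/arsenate coupling system with diaphorase/resazurin was added; resorufin fluorescence (525/598 nm) was read after 20 min.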
AmpC detergent – qHTS Inhibitors of AmpC Beta-Lactamase (assay with detergent); AmpC hydrolysis of nitrocefin, absorbance 480 nm, 0.01% Triton; Potency, µM (highest dose often 114 µM), for the others: at the highest dose activity change, negative = inhibition, usual class: inhibitors; 370,000 compounds, 0.041% hits;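 also: potency is read from the fitted curve at half-maximal effect; 0% = no-compound wells and -100% = no-enzyme wells; nearly all actives have a fitted effect of over 25% in size; some results filed as inactive show a strong effect at the top dose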
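20 mM phosphate pH 7.0 + 0.01% (detergent screen) or 0.0001% Triton X-100; 5.3 nM AmpC reagent; cpd preinc 15 min RT; nitrocefin (800 uM stock) to start; A480 q20 s × 4 min; Activity was normalised to no-enzyme and no-compound control wells.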
Sm TGR block – qHTS Assay for the Inhibitors of Schistosoma Mansoni Peroxiredoxins. Schistosoma mansoni thioredoxin glutathione reductase (TGR), Q962Y6. Potency, µM (titrated, usually from 114 µM), for the others: at the top dose activity change, negative = inhibition, usual class: inhibitors. 360,000 compounds, 3% hits. purified TGR, DTNB reduction, TNB absorbance 405 nm. AID 485364, 2010; also: potency is read from the fitted curve at half-maximal effect; nearly all actives have a fitted effect of over 60% in size
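TGR 20 nM + NADPH 100 uM (dispensed conc.), cpd preinc 15 min RT; start with NADPH (500 uM addition) then DTNB (15 mM addition). Kinetic TNB absorbance, 405 nm filter. Four-parameter Hill fit across titration.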
The depositor's hits bear a star; ? = inconclusive; . = no result given; [ ] = dose if it differs, or a comment. Unless noted, calls follow the shape of the dose curve; as a rule, active = well fitted curve in the direction sought with a large enough effect; inconclusive = small, poorly fitted or top-dose-only effect, or another doubt; inactive = no such curve, though single readings can be large; an effect the other way counts as inactive or inconclusive. Unless noted, % is scaled to controls: 0 for no effect and ±100 for the full control effect. Random draw from the library; 9.9% or so of the library scored in one or more.

SMILES	AmpC inh no detg	HCV inh	HCMV inh	FBPA Giardia inh	AmpC detergent	Sm TGR block
COc1ccc(C(=O)NC(Cc2ccc(OC(=O)c3ccc(OC)cc3)cc2)C(=O)O)cc1 (centres undefined)	-20%	11%	-30	24%	?	.
Cc1nnc(SCCCn2c(N3CCN(c4ccccc4)CC3)nc3c2c(=O)[nH]c(=O)n3C)s1	98%[activator]	-6%	15	4%	?	-3%
COc1ccc(Cn2nnnc2CN2CCC(O)(c3ccc(F)cc3)CC2)cc1	60%	28%	10	1%	-4%	8%
CCCCCCC1NC(C(=O)O)CS1 (centres undefined)	-11%	9%	-5	-2%	-5%	2%
CCOc1ccc(NC(=O)N2CCC(n3c(=O)[nH]c4ccccc43)CC2)cc1	-6%	?	8	-3%	-10%	4%
COCCNC(=O)c1cc(C(=O)CC(C)C)c[nH]1	-9%	-9%	58	0%	5%	.
O=C(Nc1ccc(Cl)c(S(=O)(=O)Nc2ccccc2Cl)c1)c1cccs1	-39%	-7%	-17	4%	2%	2%
CCc1ccc(N2CC(C(=O)Nc3nccs3)CC2=O)cc1 (centres undefined)	-16%	0%	-7	1%	-8%	0%
N#Cc1c(N2CCOCC2)nc(N)c2c(N)nc3c(c12)CC(CCl)O3 (centres undefined)	-23%	7%	-3	-12%	-3%	-11%
Cc1cc(Cl)ccc1OCC(=O)N1CCN(c2ncccn2)CC1	-11%[11.4 µM]	-22%	-7	0%	-12%	0%
O=C(Cc1cccc(C(F)(F)F)c1)Nc1cccc(S(=O)(=O)N2CCCC2)c1	-38%	?	-34	-3%	0%	-22%
O=C(c1cc(-c2cccc(O)c2)on1)N1CCOCC1	-1%	1%	179	3%	?	-21%
C=CCN1C(=O)/C(=C2/Sc3ccc(OC)cc3N2C)SC1=Nc1ccc(OC)cc1	-25%	.	18	-25%	-13%	-10%
Cc1ccc(C(=O)Nc2cccc(NC(=O)c3ccc(C)o3)n2)o1	-18%	-16%	23	1%	?	3%
O=C1c2cccnc2C(=O)N1Cc1ccc(F)cc1S(=O)(=O)NCc1ccco1	-10%	6%	-9	7%	-9%	-16%
COc1ccc(C)cc1NS(=O)(=O)c1ccc2[nH]c(=O)c(=O)[nH]c2c1	.	.	6	.	-3%	0%
COc1cccc(CN(CC2CCCO2)S(=O)(=O)c2ccc(S(=O)(=O)NCC3CCCO3)cc2)c1OC (centres undefined)	88%[activator]	10%	-24	1%	?	-5%
Cc1ncc(CO)c2c1Oc1nc(-c3ccccc3)nc(SCC(=O)Nc3cccc(C(F)(F)F)c3)c1C2	.	.	-29	.	3%	?
O=C(CSC1=NS(=O)(=O)c2ccccc2N1)Nc1ccccc1F	-9%	14%	-1	.	0%	2%
C/C(=N\NC(=O)c1cc(O)cc(O)c1)c1ccc(NC(=O)Cc2ccccc2)cc1	-22%	?	45	.	-7%	8%
CCOC(=O)N1CCN(C(=O)CN(c2ccc(C)cc2)S(=O)(=O)c2c(C)noc2C)CC1	186%[activator]	?	-12	0%	?	-4%
OCC[C@@H]1C[C@@H](O)[C@H](O)[C@@]2(Cc3ccccc3CCO2)O1	-11%	26%	0	4%	0%	6%
CCN(CC(=O)N1CCN(Cc2ccccc2)CC1)S(=O)(=O)c1ccccc1	60%	-16%	-1	.	4%	-1%
Nc1oc2ccccc2c1C(=O)Cc1ccccc1O[C@@H]1O[C@H](CO)[C@@H](O)[C@H](O)[C@H]1O	-10%	12%	18	.	?	3%
CC(=O)C1=C(O)C(=O)OC1c1ccc(C)cc1 (centres undefined)	-12%	16%	-39	10%	-14%	3%
O=C(NCCN1CCCCC1)Nc1ccc(F)cc1	-15%	-26%	12	2%	-7%	-3%
CCOc1ccc(CCNC(=O)c2c(C)oc3ncn(CC(C)C)c(=O)c23)cc1OCC	.	.	7	.	15%	0%
CCN(CC)CCN1C(=O)C(O)=C(C(=O)c2cc3cccc(OC)c3o2)C1c1ccc(F)cc1 (centres undefined)	-12%	4%	-1	11%	-6%	-11%
COc1cccc(N2CCN(C(=O)c3c(C)oc4ncnc(N5CCCCC5)c34)CC2)c1	.	.	-39	.	-1%	-9%
CCOC(=O)c1nc(S(C)(=O)=O)ncc1N1CCOCC1	-14%	3%	4	10%	1%	6%
O=C(CNC(=O)c1ccccc1)OCC(=O)c1cccs1	-7%	17%	-19	7%	3%	2%
Cc1ccc(NC(=O)CSc2nnc(CNC(=O)c3ccco3)n2C)cc1	-17%	4%	-29	.	6%	24%
CCCCN(CCCNC(=O)c1c(C)oc2nc[nH]c(=O)c12)Cc1ccccc1	.	.	-19	.	?	-7%
COc1ccc(C(=O)NCCc2nnc3ccc(SCC(=O)NCc4ccccc4)nn23)cc1	-16%	9%	7	.	-4%	-7%
COc1cc(C)c(C(C)C)cc1S(=O)(=O)N1CCOCC1	25%	18%	-9	1%	?	3%
CCOC(=O)C1CCCN(C(=O)CCc2nnc(-c3ccc(C(C)=O)s3)o2)C1 (centres undefined)	31%	12%	112	-4%	1%	16µM*
O=C(COc1ccccc1Br)NCc1ccco1	-13%	-5%	-12	0%	-14%	-23%
CCN(CC)CCN(C(=O)c1cccc([N+](=O)[O-])c1)c1nc2ccc(OC)cc2s1	-20%	?	-4	-17%	5%	-2%
O=C1c2ccccc2C(=O)c2[nH]c(=O)[nH]c21	-13%	6.3µM*	-99*	?	-17%	-32%
CCCCCOC(=O)C1=C(C)NC(=O)NC1c1ccc(N(C)C)cc1 (centres undefined)	-1%	6%	-11	1%	-11%	-1%
CSc1ncccc1C(=O)N1CCN(C(=O)c2ccccc2)CC1	-1%	16%	-37	1%	-4%	15%
O=C(CSc1nnc(-c2ccco2)n1-c1ccccc1)Nc1c(Cl)cc(Cl)cc1C(=O)O	-16%	-17%	-19	.	.	.
CCC(C(=O)NC(C)(C)C)N(Cc1ccccc1Cl)C(=O)c1snc(C(N)=O)c1N (centres undefined)	1%	-25%	-15	-7%	?	-3%
CCCn1c(C(O)c2ccc(C)cc2)nc2ccccc21 (centres undefined)	-30%	-6%	?	10%	-10%	0%
COC(=O)/C=C1/S/C(=N/NC(=O)c2ccc(Cl)cc2Cl)NC1=O	-19%	-8%	-34	?	4%	18µM*
CCOC(=O)c1ccc(NC(=O)NCc2c(C)nn(CC)c2C)cc1	8%	-5%	-10	0%	-1%	0%
CCCCNC(=O)c1ccc(CS(=O)(=O)c2ccccc2OC)o1	-13%	4%	-37	7%	0%	0%
O=S(=O)(NCc1ccc(C(F)(F)F)cc1)c1ccc(-n2cnnn2)cc1	-19%	8%	7	.	-9%	47%[activator]

Among those listed so far, these have a thiophene ring, fused or not:
SMILES	AmpC inh no detg	HCV inh	HCMV inh	FBPA Giardia inh	AmpC detergent	Sm TGR block
O=C(Nc1ccc(Cl)c(S(=O)(=O)Nc2ccccc2Cl)c1)c1cccs1	-39%	-7%	-17	4%	2%	2%
O=C(CNC(=O)c1ccccc1)OCC(=O)c1cccs1	-7%	17%	-19	7%	3%	2%
CCOC(=O)C1CCCN(C(=O)CCc2nnc(-c3ccc(C(C)=O)s3)o2)C1 (centres undefined)	31%	12%	112	-4%	1%	16µM*

Next entries
SMILES	AmpC inh no detg	HCV inh	HCMV inh	FBPA Giardia inh	AmpC detergent	Sm TGR block
COc1cc(C(=O)Nc2nc(OC)c(-c3ccccc3)c(OC)n2)cc(OC)c1OC	48%	?	6	-6%	?	-2%
CCCCC1CCC(C(=O)NCC(c2ccco2)N2CCOCC2)CC1 (centres undefined)	153%[activator]	.	0	-5%	-9%	-15%
CCn1c(SCC(=O)NCC2CCCO2)nc2c([nH]c3ccccc32)c1=O (centres undefined)	7%	-1%	18	6%	1%	0%
CCOC(=O)c1cc(-c2ccccc2C)nn1CC1CC(c2cccnc2)=NO1 (centres undefined)	78%[activator]	?	7	.	.	.
CCn1c(O)c(C=NCc2ccccc2)c(=O)[nH]c1=S	-10%	14%	8	1%	2%	6%
Cc1cccc(CN2CCCC(C(=O)c3ccc4c(c3)OCO4)C2)n1 (centres undefined)	0%	-6%	-22	-3%	-7%	-1%
CCCc1cc(C(=O)N(C)CC(=O)Nc2ccc(OCC)c(OCC)c2)sc1C	54%	?	8	.	?	-1%
CCCn1ccc2c(OCC(=O)Nc3ccc(C(F)(F)F)cc3)cccc2c1=O	.	.	-8	.	2%	12%
Cc1ccc(CNC(=O)CSc2nc(C)cc(C)c2C#N)cc1	-18%	-18%	-17	-2%	-20%	0%
CN(C)C(=S)Nc1ccc2ccccc2c1	-15%	1%	-11	-18%	9%	-1%
COCC(=O)N1CCC(Oc2ccc(C(=O)NC3CCOC(C)(C)C3)cc2)CC1 (centres undefined)	-9%	.	59	16%	-7%	1%
CN(C)CCCOc1nc2c(c(=O)n(C)c(=O)n2C)n1C	-17%	-10%	-24	4%	3%	-3%
Cc1ccccc1-c1nc(CS(=O)(=O)CC(=O)NCCCN2CCCC2)c(C)o1	76%[activator]	-16%	19	-15%	?	-15%
O=C(c1ccccc1)N1CCN(C2c3cccc4cccc(c34)C2NS(=O)(=O)c2ccccc2)CC1 (centres undefined)	55%[activator]	?	-25	3%	1%	-1%
CCOc1cc(/C=C/c2cccc[n+]2C)ccc1OCC(=O)Nc1ccc(C)cc1	32%	-27%	-95*	.	6%	-5%
O=C(C1CC1c1ccccc1)N1CCN(c2cccc(Cl)c2)CC1 (centres undefined)	1%	13%	-31	5%	-3%	0%
O=C(c1ccc2c(c1)N(Cc1c(F)cccc1Cl)C(=O)c1ccccc1S2)N1CCCC1	.	.	-33	.	1%	8%
CC(C)CC(=O)Nc1ccc(OCC(=O)O)cc1	-35%	13%	-7	12%	-10%	2%
COc1cccc(/C=C/C(=O)OCC(=O)Nc2cccc(S(=O)(=O)NC3=NCCCCC3)c2)c1	-12%	9%	0	.	.	.
O=C(NNC(=S)Nc1ccc(Cl)c(Cl)c1)c1ccccn1	-46%	4.5µM*	-82*	14µM*	3%	.
Clc1ccc(-c2csc3ncnc(NCCN4CCOCC4)c23)cc1	177%[activator]	?	-75*	0%	-14%	-12%
CCCn1cc(S(=O)(=O)c2ccc(OC)cc2)c(=O)c2cc(OC)ccc21	3%	-6%	-30	12%	4%	4%
Cc1ccc(NC(=O)CCN2C(=O)c3cccc4cccc(c34)C2=O)cc1	-20%	-28%	?	7%	3%	-1%
O=C(NCc1nnc(SCC(=O)N2CCCC2)o1)c1ccc(F)cc1	3%	-2%	14	-7%	11%	-1%
CCOC(=O)Cn1cc(/C=C/[N+](=O)[O-])c2ccccc21	-39%	?	-74*	-18%	-3%	.

Screens: PubChem BioAssay, National Center for Advancing Translational Sciences (NCATS)
